Pf growth 96h: Primary qHTS for delayed death inhibitors of the malarial parasite plastid, 96 hour incubation; P. falciparum luciferase reporter growth, 96 h; Potency, µM (titrated, usually from 28.7 µM), for inactives: at the highest dose activity change, negative = inhibition, most hits filed as inhibitors; hit rate 6.9% among 320,000; further: potency means the concentration at half of the fitted maximal effect; on the % scale 0 is the no-effect control and ±100 the full control effect
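P. falciparum expressing integrated firefly luciferase grown in erythrocytes (2% hematocrit, 0.05% parasitemia final) with compounds for 96 hours at 37 C, 5% CO2. Growth inhibition read as loss of luminescence after adding luciferase detection reagent.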
AmpC no deterg: qHTS Inhibitors of AmpC Beta-Lactamase (assay without detergent); P00811; AmpC nitrocefin hydrolysis, absorbance 480 nm, 0.0001% Triton; Potency, µM (highest dose often 57.1 µM), inactives show top-dose activity change, negative = inhibition, most hits filed as inhibitors; hit rate 0.52% among 330,000;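 further: potency means the concentration at half of the fitted maximal effect; plate controls were no compound for no effect and no enzyme for full effect; nearly all actives have a fitted effect of over 20% in size; some results filed as inactive show a strong effect at the top dose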
Target sequence (P00811 whole entry, looked up): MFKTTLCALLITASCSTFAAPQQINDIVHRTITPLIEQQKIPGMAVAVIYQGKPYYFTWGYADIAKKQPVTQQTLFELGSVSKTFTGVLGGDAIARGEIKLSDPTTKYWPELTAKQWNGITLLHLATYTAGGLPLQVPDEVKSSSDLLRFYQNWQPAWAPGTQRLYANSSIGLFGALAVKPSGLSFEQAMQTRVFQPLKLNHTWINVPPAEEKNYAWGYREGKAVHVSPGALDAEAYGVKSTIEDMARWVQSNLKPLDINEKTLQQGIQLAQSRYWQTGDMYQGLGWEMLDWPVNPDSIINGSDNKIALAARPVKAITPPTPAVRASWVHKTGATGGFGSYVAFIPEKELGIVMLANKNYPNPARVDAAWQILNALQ
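20 mM phosphate pH 7.0 + 0.01% (detergent screen) or 0.0001% Triton X-100; 5.3 nM AmpC reagent; cpd preinc 15 min RT; nitrocefin (800 uM stock) to start; A480 q20 s × 4 min; Activity was normalised to no-enzyme and no-compound control wells.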
TbPYK inhibitor: qHTS of Trypanosoma Brucei Inhibitors. pyruvate kinase (Trypanosoma brucei), Q57TT1. TbPYK enzyme, Kinase-Glo Plus ATP luminescence, 45 min. Potency, µM (highest dose often 76.8 µM), for inactives: at the top dose activity, negative = inhibition, hits mostly inhibitors. hit rate 0.12% among 410,000; further: potency means the concentration at half of the fitted maximal effect; on the % scale 0 is the no-effect control and ±100 the full control effect; nearly all actives have a fitted effect of over 50% in size
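TbPYK + substrate in 50 mM TEA pH 7.2, 100 mM KCl, 10 mM MgCl2, 0.05% BSA, 0.01% Tween-20; cpd pinned; ADP 130 uM final; 45 min RT; Kinase-Glo Plus 10 min; luminescence endpoint.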
Pf growth 48h: Primary qHTS for delayed death inhibitors of the malarial parasite plastid, 48 hour incubation; P. falciparum luciferase growth in erythrocytes, 48 h; Potency, µM (top dose mostly 28.7 µM), for the others: at the top dose activity change, negative = inhibition, usual class: inhibitors; hit rate 5.9% among 310,000; further: potency means the concentration at half of the fitted maximal effect; on the % scale 0 is the no-effect control and ±100 the full control effect
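Read-out is firefly luciferase luminescence from an integrated reporter in P. falciparum, so falling signal marks reduced parasite growth. Infected erythrocytes were at 2% hematocrit and 0.1% parasitemia (final) in Albumax-supplemented RPMI 1640.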
LmPK inh: qHTS Assay for Inhibitors of Leishmania Mexicana Pyruvate Kinase (LmPK); hit rate 0.37% among 290,000; purified LmPK, Kinase-Glo ATP luminescence, 1 h; Potency, µM (doses to about 57.5 µM), for inactives: top-dose activity change, negative = inhibition, most hits filed as inhibitors; Q27686; further: potency means the concentration at half of the fitted maximal effect; on the % scale 0 is the no-effect control and ±100 the full control effect
Target sequence (Q27686 whole entry, looked up): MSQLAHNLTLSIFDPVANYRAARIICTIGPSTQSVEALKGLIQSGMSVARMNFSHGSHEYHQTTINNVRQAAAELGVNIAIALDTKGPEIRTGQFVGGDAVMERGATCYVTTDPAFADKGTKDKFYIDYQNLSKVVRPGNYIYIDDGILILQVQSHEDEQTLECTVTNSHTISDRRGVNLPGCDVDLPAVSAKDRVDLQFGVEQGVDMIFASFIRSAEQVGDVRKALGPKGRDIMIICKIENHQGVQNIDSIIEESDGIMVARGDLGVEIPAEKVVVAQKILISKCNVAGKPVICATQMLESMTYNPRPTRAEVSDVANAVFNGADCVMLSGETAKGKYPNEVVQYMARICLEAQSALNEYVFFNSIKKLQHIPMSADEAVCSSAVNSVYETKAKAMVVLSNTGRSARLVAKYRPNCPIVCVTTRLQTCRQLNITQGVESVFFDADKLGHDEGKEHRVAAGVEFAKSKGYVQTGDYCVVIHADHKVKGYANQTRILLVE
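0.1 nM LmPK, 0.5 mM PEP, 0.1 mM ADP; 50 mM imidazole pH 7.2, 7 mM MgCl2, 50 mM KCl; 1 h RT. Kinase-Glo luminescence readout, normalized to no-enzyme (full inhibition) and uninhibited wells.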
CHX counter: Cycloheximide Counterscreen for Small Molecule Inhibitors of Shiga Toxin; cell reporter, cycloheximide protein synthesis inhibition counterscreen; hit rate 12% among 300,000; AID 2314, 2010; max response, %; in the data active means max response mostly above about 13%, no sharp cut-off; inactive means mostly below about 14%; further: read at 38.3 µM for the half of the compounds with a filed dose; 0% is about no effect
Shiga toxin inh: A qHTS for Small Molecule Inhibitors of Shiga Toxin; Vero cells, Shiga toxin protein synthesis inhibition reporter; inhibition, % at 38.7 µM; hit rate 9.2% among 290,000; in the data active means inhibition mostly above about 28%, no sharp cut-off; inactive means mostly below about 43%; further: 0% is about no effect
An asterisk follows results filed as active; ? = inconclusive; . = no result given; [ ] = remark or other dose. Unless noted, the call rests on the fitted dose curve; in most records, active means well fitted curve in the direction sought with a large enough effect; inconclusive means small, poorly fitted or top-dose-only effect, or another doubt; inactive means no such curve, though single readings can be large; an effect the other way counts as inactive or inconclusive.

Compound,Pf growth 96h,AmpC no deterg,TbPYK inhibitor,Pf growth 48h,LmPK inh,CHX counter,Shiga toxin inh
O=C(COc1ccccc1Cl)N1CCN(c2ccc([N+](=O)[O-])c(N3CCCCC3)c2)CC1,?,8%,-1%,?,1%,0,8
O=C(CCSc1nc(-c2ccco2)cc(C(F)(F)F)n1)NCCc1ccccc1,3%,96%[activator],-6%,?,4%,33*,54
COC(=O)c1ccc(CSC(=N)N)o1,47%[activator],-18%,4%,?,-2%,9,3
COC(=O)CC(NC(=O)CN1CCN(c2ccc(F)cc2)CC1)c1cccc(F)c1 (stereo not drawn),5%,99%[activator],6%,-20%,-5%,-2,-10
CCOC(=O)c1cc(C)nc(S(C)(=O)=O)c1C#N,?,36%,2%,44%[activator],2%,24*,47
COc1ccc(OCCN(C)CC(=O)Nc2ccccc2SC)cc1,-1%,10%,3%,3%,0%,-2,23
Cc1cc(N(C(=O)c2ccco2)C(C(=O)NC2CCCCC2)c2ccccc2)ccc1-n1cnnn1 (stereo not drawn),.,105%[activator],6%,9.3µM*,1%,5,60
Cc1ccc(S(=O)(=O)N2CCN(C(=O)c3cc(=O)c4ccccc4o3)CC2)cc1,?,85%[activator],-1%,-8%,-2%,10,15
CCN(/N=C/c1ccccc1)c1cc(=O)n(C)c(=O)[nH]1,-13%,-20%,-12%,25%,-3%,-1,-9
c1ccc(-c2[nH]ncc2CN2CCc3ccccc3C2)cc1,0%,-11%,2%,32%[activator],3%,0,0
CCc1ccccc1NC(=O)CSc1nnc([C@H](CCSC)NC(=O)OC(C)(C)C)o1,-28%,18%,-1%,-4%,1%,-1,-5
O=C1CN(C(=O)N[C@@H](Cc2ccccc2)C(=O)N[C@H](C(=O)O)c2ccccc2)c2ccccc2N1,16%,-25%,1%,-6%,0%,-3,-5
CCCOc1ccc(C2=CC(=O)C[C@H](c3ccc(OC)cc3)C2)cc1,-17%,4%,0%,-25%,.,.,.
COC(C(=O)NC1CC1)c1ccccc1 (stereo not drawn),4%,-5%,-7%,2%,2%,-5,-5
COc1ccc(CCn2c(N)cc(=O)[nH]c2=O)cc1OC,24%,-7%,-1%,16%,1%,3,3
COc1ccc([C@@H]2[C@@H]3C(=O)N(C(C)(C)C)C(=O)[C@@H]3[C@]3(Cc4ccc(Cl)cc4)C(=O)N(c4cccc(Br)c4)C(=O)N23)cc1,?,-17%,-7%,?,-3%,-3,1
COc1ccc(NC(=O)COC(=O)c2ccc(S(=O)(=O)N3CCCCCC3)cc2)c(OC)c1,3%,-6%,-10%,2%,.,.,.
O=C(CSc1nnc2c(n1)[nH]c1ccccc12)NCc1ccco1,?,-18%[11.4 µM],3%,1%,6%,16,17
Cc1cccc(Nc2sc(C(=O)c3cc4cc(Cl)ccc4o3)c(N)c2C#N)c1,-8%,-20%,-3%,-6%,2%,-4,-5
Cc1ccc(CN2CCN(CC(=O)NCc3ccccc3)CC2)cc1,-35%,38%,2%,11%,0%,1,-10
CC(=O)Nc1ccc(NS(=O)(=O)c2cc(Cl)sc2Cl)cc1,40%[activator],-31%,4%,-4%,4%,-5,-9
Cc1ccsc1/C=N/NC(=O)c1cccs1,40%[activator],-24%,4%,103%[activator],-14%,33*,77*
O=C(O)CC(c1ccccc1)n1cnnn1 (stereo not drawn),-6%,-9%,0%,4%,-1%,-1,-8
CCCn1cnc2c(sc3nc4c(cc32)CSC(C)(C)C4)c1=O,67%[activator],-4%,1%,80%[activator],1%,25*,37*
Cc1cc(C)c2nc(N3CCC(C(=O)NCC4CCCO4)CC3)sc2c1 (stereo not drawn),5%,128%[activator],1%,3%,8%,21*,25
O=C(Nc1cccc2ccccc12)c1ccc(Br)o1,15µM*,-7%,0%,16%,-2%,8,25
CC(C)C1CCN(C(=O)C2CCC(=O)N(CCc3ccc(Cl)cc3)C2)CC1 (stereo not drawn),-8%,206%[activator],-7%,-15%,-1%,-3,-22
CC(C)COc1nc2ccccc2nc1N1CCN(C)CC1,-27%,59%,2%,?,-1%,-3,-6
CC1(C)NC(=O)N(CC(=O)N2CCN(S(=O)(=O)c3cc(Cl)ccc3Cl)CC2)C1=O,-11%,-2%,9%,-1%,.,.,.
COc1ccc(-c2c(C)nc3c(-c4ccc(F)cc4)cnn3c2N)cc1,58%[activator],-25%,0%,290%[activator],9%,66*,53*

Structural class, the entries above with a COOH group
Compound,Pf growth 96h,AmpC no deterg,TbPYK inhibitor,Pf growth 48h,LmPK inh,CHX counter,Shiga toxin inh
O=C1CN(C(=O)N[C@@H](Cc2ccccc2)C(=O)N[C@H](C(=O)O)c2ccccc2)c2ccccc2N1,16%,-25%,1%,-6%,0%,-3,-5
O=C(O)CC(c1ccccc1)n1cnnn1 (stereo not drawn),-6%,-9%,0%,4%,-1%,-1,-8

More records
Compound,Pf growth 96h,AmpC no deterg,TbPYK inhibitor,Pf growth 48h,LmPK inh,CHX counter,Shiga toxin inh
Cc1cc(NC(=O)COC(=O)c2ccccc2[N+](=O)[O-])no1,34%[activator],-13%,4%,215%[activator],0%,28*,45
COC(=O)NNC(=O)C1CCC(C(=O)NNC(=O)OC)CC1 (stereo not drawn),?,-3%,2%,7%,7%,0,-7
COc1ccc(CC(=O)OCC(=O)c2c[nH]c3ccccc23)cc1,-112%,-24%,1%,8.3µM*,.,.,.
CCCCOc1ccc(C(=O)CCN2CCOCC2)cc1,-2%,57%,-14%,34%[activator],1%,14,3
Cc1[nH]c(=O)[nH]c(=O)c1/C=N/NC(=O)[C@@H](N)CC(C)C,?,-9%,-8%,5.2µM*,-4%,16*,30
Cc1ccccc1N1CCN(S(=O)(=O)c2ccc3ccccc3c2)CC1,14%,6%,-6%,15%,-9%,-2,-4
CCOc1ccc(OCC)c(NC(=O)C2CCN(S(=O)(=O)c3c(C)[nH]c(=O)[nH]c3=O)CC2)c1,?,-17%,-19%,0%,-1%,10,1
COc1ccc(NC(=O)CCN2C(=O)/C(=C/c3ccc4c(c3)OCO4)SC2=S)cc1,0%,-12%,5%,14%,-1%,-1,-3
CCc1cc(C(=O)N(CCCOC)c2c(N)n(Cc3ccccc3)c(=O)[nH]c2=O)sc1C,1%,80%[activator],-2%,?,.,.,.
O=C(O)CCCc1nc2ccccc2s1,.,-17%,-14%,1%,4%,-2,-3
CCCNC(=O)C(Cc1cccc(C#N)c1)NC(=O)c1ccc(C#N)cc1 (stereo not drawn),6%,-20%,-2%,19%,.,.,.
CC1=C(C(=O)OCC2CCCO2)C(c2coc3ccc(C)cc3c2=O)C2=C(CCCC2=O)N1 (stereo not drawn),?,63%[activator],-7%,?,3%,-1,-6
COc1ccc(CNC(=O)CN(C(=O)c2ccc(CN3CCOCC3)o2)C2CCCC2)cc1,6%,-6%,4%,-4%,1%,7,11
CCOc1ccc(-c2ncncc2-c2ccc(OC)c(OC)c2)c(O)c1,?,4%,5%,?,1%,1,-4
CC(C)(C)c1ccc(S(=O)(=O)N2CCN(c3ccccn3)CC2)cc1,-13%,-26%,0%,0%,-3%,-3,-6
CC1CCc2c(sc(NC(=O)/C=C/c3cccs3)c2C(=O)O)C1 (stereo not drawn),9.3µM*,-40%,-4%,6%,9%,11,-3
CC(=O)N1CCc2cc(S(=O)(=O)NC(C(=O)Nc3nc(C)cs3)C(C)C)ccc21 (stereo not drawn),-7%,-3%,3%,-19%,-10%,7,-9
O=[N+]([O-])c1cc(CN(CCO)CCO)ccc1O,47%[activator],-24%,0%,67%[activator],0%,-2,-10
O=C(CN1C(=O)c2ccc([N+](=O)[O-])cc2C1=O)NC1CCS(=O)(=O)C1 (stereo not drawn),1%,-9%,-2%,22%,.,.,.
CCN(CC)c1ccc2cc(-c3nc4ccccc4n3C)c(=O)oc2c1,43%[activator],-16%,6%,.,17%,37*,80*
O=C(O)c1cc(S(=O)(=O)Nc2ccc3cn[nH]c3c2)ccc1Br,12%,-30%,3%,12%,.,.,.
COc1ccc(Cl)cc1Nc1nc2ccc(C)cc2n2cnnc12,8%,21%,0%,?,-3%,-3,-8
CCOC(=O)N1CCC(NS(=O)(=O)c2cc(C(=O)OC)n(C)c2)CC1,63%[activator],-12%,-7%,3%,-5%,-2,1
Nc1c(-c2ccc(Cl)cc2)cnc2c(-c3ccc(F)cc3)cnn12,302%[activator],-25%,1%,195%[activator],2%,34*,88*
COc1ccc(Cl)cc1C(=O)Nn1cnnc1,?,-17%,-1%,-3%,1%,1,-13
CC(Oc1ccccc1)C(=O)Nc1ccccc1F (stereo not drawn),.,-7%,-10%,8%,-6%,-1,-5
COc1ccccc1NC(=O)Nc1nc(CC(=O)Nc2ccccc2F)cs1,-27%,-28%,1%,?,.,.,.
C/C(=N\NC(=O)Cc1cccn1C)c1cccc2ccccc12,-28%,-1%,0%,.,5%,-5,3
Fc1cc(F)cc(NC(=S)NN2CCOCC2)c1,?,-7%,0%,8%,3%,1,-3
O=C(c1ccco1)N1CCN(C(=O)C2CC2)CC1,-16%,-7%,-7%,2%,-5%,-1,-1
COc1ccc(C)cc1NCC(=O)Nc1ccc(C(C)(C)C)cc1,9.3µM*,-21%,-5%,?,1%,-2,-7
COc1ccc(CC(=O)NC(C)CCc2ccccc2)cc1 (stereo not drawn),?,-15%,0%,-23%,8%,-1,-5
Cc1ccc(NC(=O)CSCc2cc(=O)n3cc(C)sc3n2)cc1,63%[activator],-5%,10%,18%,-1%,-1,-8
CN(CC(=O)Nc1ccccc1C(F)(F)F)C(=O)C1CCN(S(=O)(=O)c2ccc3c(c2)OCCO3)CC1,-1%,60%,-9%,?,.,.,.
O=C(NNc1cc(N2CCOCC2)nc(N2CCOCC2)n1)C12CC3CC(CC(C3)C1)C2,-20%,26%,-9%,?,-1%,-4,31
COc1ccc(F)cc1S(=O)(=O)Nc1ccncc1,-21%,-8%,-3%,-7%,2%,-2,.
COCc1[nH]nc2c1C(c1ccc(OC)c(OC)c1)C(C#N)=C(N)O2 (stereo not drawn),57%[activator],-7%,-2%,2%,7%,-4,13
CCOC(=O)C1=C(CS(=O)(=O)c2ccccc2)NC(=O)NC1c1cccc(OC)c1 (stereo not drawn),-28%,-13%,-9%,?,8%[11.5 µM],26,27
C/C(=N/NC(=O)c1ccncc1)c1ccc(NC(=O)c2ccccc2)cc1,?,-7%,0%,42%[activator],-12%,9,22
Cn1c(=O)c2c(nc(Br)n2CCSc2nnnn2-c2ccccc2)n(C)c1=O,19%,-4%,4%,-18%,1%,1,-7

Source: PubChem
